PHOSPHO1 inh – PubChem AID 1565; Phosphoethanolamine/phosphocholine phosphatase (Homo sapiens), Q8TCT1; inhibition, % at 13.3 µM; recombinant PHOSPHO1, absorbance phosphatase assay; actives 1.1% (n = 290,000); in the data active means inhibition above about 60%
Target sequence (Q8TCT1 whole entry, looked up): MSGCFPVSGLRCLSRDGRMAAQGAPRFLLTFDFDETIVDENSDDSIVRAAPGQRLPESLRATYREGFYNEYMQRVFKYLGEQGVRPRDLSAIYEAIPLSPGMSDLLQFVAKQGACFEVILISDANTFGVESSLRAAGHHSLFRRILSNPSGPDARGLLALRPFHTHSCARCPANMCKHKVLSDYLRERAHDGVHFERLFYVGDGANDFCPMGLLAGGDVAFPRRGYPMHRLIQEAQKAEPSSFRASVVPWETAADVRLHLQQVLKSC
PfM18AAP inh – PfM18AAP inhibitors, malaria aminopeptidase, primary screen, biochemical, QFRET, recombinant enzyme; H-Glu-NHMec fluorogenic cleavage; inhibition, % at 7.35 µM; actives 1.2% (n = 290,000);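 active means inhibition above the campaign mean inhibition over all tested compounds plus 3 SD, cut at about 28% in these data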;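 further: 0% = plate median of test compound wells and 100% = 2 mM ZnCl2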
OXTR agonist – human OXTR agonists, primary screen, fluorescence, CHO-OTR cells, Fluo-8 calcium; activation, % at 3 µM; Fluo-8 calcium fluorescence; normalized: DMSO 0%, oxytocin 100%; AID 2435, 2010; actives 0.32% (n = 320,000); Oxytocin receptor (Homo sapiens), P30559;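 active means activation above the mean of all tested compounds plus 3 SD, cutoff set per screening run, cut at about 20% in these data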;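 further: peak over basal fluorescence ratio from a 100 s FLIPR kinetic read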
Target sequence (P30559 whole entry, looked up): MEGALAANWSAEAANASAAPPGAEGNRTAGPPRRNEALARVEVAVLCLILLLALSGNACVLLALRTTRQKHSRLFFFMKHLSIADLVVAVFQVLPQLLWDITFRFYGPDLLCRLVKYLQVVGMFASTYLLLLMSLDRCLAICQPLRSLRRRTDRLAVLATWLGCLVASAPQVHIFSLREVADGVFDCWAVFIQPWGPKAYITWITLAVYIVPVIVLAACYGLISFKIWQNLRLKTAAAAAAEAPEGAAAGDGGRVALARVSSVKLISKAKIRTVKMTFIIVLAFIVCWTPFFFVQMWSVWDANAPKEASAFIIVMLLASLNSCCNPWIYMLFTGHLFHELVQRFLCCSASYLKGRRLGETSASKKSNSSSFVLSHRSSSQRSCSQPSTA
MEKK2 WT-MEK5 – modulators of MEK5 binding to wildtype MEKK2, primary screen, biochemical, multiplex bead flow cytometry, Alexa488-MEK5; Alexa488-MEK5 binding to MEKK2 WT; actives lie on both sides; binding response (% of control), % at 10 µM; actives 1.1% (n = 290,000); AID 1531, 2009; in the data active means binding response below about 67% or above about 130%
GPR7 antagonist – GPR7 receptor antagonists, primary screen, cell-based, fluorescence, single concentration. Neuropeptides B/W receptor type 1 (Homo sapiens), P48145. GPR7-expressing cells, fluorescence antagonist assay. inhibition, % at 4.4 µM. actives 1.1% (n = 290,000); in the data active means inhibition above about 16%, passing the limit was not always enough;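 further: cells stimulated with the agonist NPW; 0% = agonist with vehicle and 100% = vehicle without agonist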
Target sequence (P48145 whole entry, looked up): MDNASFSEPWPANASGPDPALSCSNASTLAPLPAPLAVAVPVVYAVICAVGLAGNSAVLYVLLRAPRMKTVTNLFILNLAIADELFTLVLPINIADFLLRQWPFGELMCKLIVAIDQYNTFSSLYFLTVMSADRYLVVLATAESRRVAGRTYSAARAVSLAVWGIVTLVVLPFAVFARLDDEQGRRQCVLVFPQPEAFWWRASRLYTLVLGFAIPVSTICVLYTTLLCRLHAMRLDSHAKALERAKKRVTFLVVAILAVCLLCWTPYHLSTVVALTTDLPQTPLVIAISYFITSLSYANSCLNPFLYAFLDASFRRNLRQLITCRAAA
NALP1 yeast inh – NALP1 inflammasome inhibitors in reconstituted yeast, colorimetric, S. cerevisiae, triplicate retest; S. cerevisiae NALP1/ASC/caspase-1 growth, X-gal OD620, 72 h; inhibition, % at 10 µM; actives 0.61% (n = 280,000); AID 2071, 2009; in the data active means inhibition mostly above about 24%, no sharp cut-off; inactive means mostly below about 32%; further: some compounds called inactive have numbers as strong as hits
MEKK3 PB1 HTS – modulators of MEKK3-MEK5 PB1 binding, primary screen, biochemical, wildtype MEKK3, multiplex bead flow cytometry, Alexa488-MEK5; AID 1529, 2009; bead-based flow cytometry, Alexa488-MEK5 binding to MEKK3; actives lie on both sides; 0 = blocked by unlabeled MEK5, 100 = vehicle; actives 1.4% (n = 290,000); binding response (% of control), % at 10 µM; Mitogen-activated protein kinase kinase kinase 3 (Homo sapiens), Q99759;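 active means binding response more than 3 SD above or below the average of its plate-row segment, actives on both sides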;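 further: Alexa488 bead fluorescence after subtracting the streptavidin-only scavenger bead signal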
MEKK2 mut-MEK5 – MEK5 binding signal on mutant MEKK2 PB1, primary screen, biochemical, multiplex bead flow cytometry, Alexa488-MEK5. actives 0.35% (n = 290,000). AID 1530, 2009. Alexa488-MEK5 binding to MEKK2 mutant. percent response, % at 10 µM; in the data active means percent response above about 24%, passing the limit was not always enough; further: inactives centre near 1; some results filed as inactive read as strong as hits; reference of the scale not given here
DNA FID counter – compounds displacing fluorescent DNA intercalator, primary screen, artefact control for HCV NS3 helicase inhibitor project, biochemical, FID fluorescence | DNA fluorescent intercalator displacement | actives 0.17% (n = 290,000) | inhibition, % at 7.9 µM | AID 1845, 2009; in the data active means inhibition above about 37%;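 further: 0% = vehicle and 100% = reference compound; higher means more ethidium bromide displaced from hairpin DNA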
* hit, by the source's call; x = not tested or not shown; [ ] = dose if it differs, or a comment.

SMILES	PHOSPHO1 inh	PfM18AAP inh	OXTR agonist	MEKK2 WT-MEK5	GPR7 antagonist	NALP1 yeast inh	MEKK3 PB1 HTS	MEKK2 mut-MEK5	DNA FID counter
Cc1cc(C)c(OCCCNC2CCCC2)c(Br)c1	14	3	6.9	118	13	25	106	11	17
CC1CCN(c2ccc(NC(=O)c3cccnc3)cc2)CC1	25	5	-0.1	108	0	20	106	1	-11
CCn1c(CNC(=O)C23CC4CC(CC(C4)C2)C3)nnc1SC	-16	-1	1.5	107	-13	6	103	4	-20
CC1CC(C)CN(C(=O)c2ccc3c(c2NCCO)C(=O)c2ccccc2C3=O)C1 (stereo unspecified)	0	-9	-0.5	102	-3	-9	102	3	-26
CC(C)(C)CN1CCC(n2nccc2NC(=O)c2ccccc2Cl)CC1	16	-1	0.6	97	-6	2	97	1	-1
Cc1cc2c(C)nc3ccccc3c2o1	20	-9	-0.6	107	-6	14	119	-2	-2
O=C(NNC(=O)C1CCN(S(=O)(=O)c2ccc(Cl)cc2)CC1)c1ccccc1	-5	0	16	98	-5	17	101	-1	-4
O=C(Nc1ccc(NC(=O)c2cccs2)c(Cl)c1)c1cccs1	24	-4	4.4	97	-11	1	101	-2	-1
COc1ccc(S(=O)(=O)N(CC(=O)N/N=C/c2cccs2)c2cc(C)cc(C)c2)cc1OC	-14	3	-0.1	78	-5	27	70	-17	-17
CC(=O)c1ccc(N2C(=NC(=O)CCC3CCCC3)SC3CS(=O)(=O)CC32)cc1 (stereo unspecified)	32	2	0.5	96	0	-1	99	-1	-14
CCOc1ccc(OCC)c(S(=O)(=O)N2CCC(C)CC2)c1	32	-4	-1.7	98	0	5	99	1	-27
Cc1ccccc1C(=O)N(Cc1nc2ccccc2c(=O)[nH]1)C1CCCC1	23	3	-1.4	113	0	-8	128*	0	-35
CCOC(=O)CNC(=O)C1(/C=C/c2ccccc2)CC(=O)N1c1ccc(OC)cc1 (stereo unspecified)	20	-15	0.4	101	-4	25	101	5	-31
CCC1CCCCN1CC(=O)Nc1cc(OC)c(OC)cc1C#N (stereo unspecified)	1	2	x	98	2	13	101	-7	1
S=c1nc[nH]c2c1[nH]c1ccccc12	55	11	-0.3	117	-7	17	120	4	-1
S=C(Nc1ccc(Cl)cc1)N1CCOCC1	x	-9	0.5	115	11	x	105	9	2
O=C1CCCC(O)=C1Sc1ccccc1C(=O)O	22	4	1.0	91	-10	6	99	-13	0
CN(C)S(=O)(=O)c1cccc(C(=O)Nc2cc(Cl)ccc2O)c1	16	14	6.2	102	-13	24	98	7	8
COc1ccc(NC(=O)CSc2nnc(Cn3c(=O)sc4ccccc43)n2C)c(OC)c1	2	4	-1.0	x	-7	-38	x	x	1
Cc1csc2ncc(C(=O)NCCC(c3ccccc3)c3ccccc3)c(=O)n12	37	-3	4.3	123	-21	x	130*	27	-28
Cn1c(=O)c2c(nc(CO)n2C)n(C)c1=O	48	-1	1.1	88	3	7	92	-15	-6
Cc1cnc(NC(=O)CSc2nc3ccccc3s2)s1	26	-5	0.0	102	3	4	101	1	-8
CCCCOC(=O)c1cccnc1	45	-3	0.2	93	5	-1	97	-4	-3
CC(C(=O)N1CCCCC1)n1ncn2cccc2c1=O (stereo unspecified)	2	-5	0.6	105	-6	-82	105	4	-3
O=C1CCC/C(=N\NC(=O)COc2ccc(Cl)cc2)C1	16	-1	-0.1	100	-1	-2	101	2	-3
O=C(NNC1=NCCC1)C1CC1	24	-15	0.3	97	-8	-5	98	-10	-1
CC(C)C1=NN(C(=O)c2cccnc2)C(O)(C(F)(F)F)C1 (stereo unspecified)	36	-9	-0.8	91	-5	18	90	-6	-6
COCCNC(=O)c1cc(C)ccc1C	37	-7	-0.4	104	-5	3	104	4	-2
Cn1c(SCC(=O)NC2CCCCCC2)nnc1-c1ccco1	36	4	-0.8	102	-14	2	100	3	-11
CC(=O)O[C@]1(C(C)=O)CC[C@H]2[C@@H]3C=C(Cl)C4=CC(=O)CC[C@]4(C)[C@H]3CC[C@@]21C	1	3	-1.1	102	17	7	87	3	-32
COc1ccc(OCC(=O)NCCCn2ccnc2)cc1	41	5	0.7	93	0	x	98	-7	3
CN(C)/C=N/c1ncc(C(=O)c2ccc(-c3ccccc3)cc2)s1	23	1	2.4	93	-14	-3	97	-8	-13
CCS(=O)CCSc1nc2ccccc2s1 (stereo unspecified)	34	8	-0.5	98	-2	11	97	-2	-10
CCN1C/C(=C/c2cccs2)c2nc3ccccc3c(C(=O)O)c2C1	3	-9	0.4	103	-19	-4	99	3	-2
Cc1cc2cc(CCNC(=O)c3cccs3)c(=O)[nH]c2cc1C	-1	-2	0.6	100	-15	28	112	-2	-20
COC(=O)N/N=C/c1cc(Cl)c(OCc2ccccc2F)c(OC)c1	32	-4	-1.2	97	-7	x	100	-2	-13
COCCOC(=O)/C=C1/NC(=O)CS1	-7	0	0.3	94	19	29	93	-1	-1
O=C(c1ccc(F)cc1)N1CCCC(c2ccccc2)C1 (stereo unspecified)	50	0	-2.2	109	-7	6	102	1	-13
Cc1ccccc1NC(=O)CN1C(=O)c2ccccc2C1=O	14	1	-0.2	107	7	11	106	0	-1
Clc1cc(Cl)cc(CSc2nnc(-c3sccc3-n3cccc3)o2)c1	40	6	-0.9	91	-8	5	98	-11	0
CC(C)c1nc2cc3ccccc3cc2[nH]1	-8	-14	-1.8	109	-8	29	106	7	0
Cc1cc(C)nc(NCCC(=O)O)n1	-17	3	0.0	76	-1	4	94	-58	4
Cc1ccc(S(=O)(=O)Cc2nnnn2-c2ccccc2)cc1	58	3	0.7	97	-2	0	100	4	-6
CC(=O)Oc1ccc(C(=O)Nc2cccc(C(=O)c3cccc(NC(=O)c4ccc(OC(C)=O)cc4)c3)c2)cc1	-2	-5	0.2	78	-5	37	77	-16	-1
Cc1c(/C(O)=C2\C(=O)C(=O)N(CCN(C)C)C2c2cccs2)cnn1-c1ccccc1 (stereo unspecified)	-3	1	-0.6	100	-11	3	97	-3	-2
Cc1cccc(NC(=O)c2nc[nH]c2C(=O)Nc2ccccc2[N+](=O)[O-])c1	-9	-6	0.3	112	-13	24	103	0	0
CCCNc1nc(-c2cc(-c3ccc(Cl)cc3)on2)cc(C(C)C)n1	26	x	0.5	113	x	1	105	7	x
C=C(C)Cn1cnc2cc(C)c(C)cc21	44	-1	-1.3	82	-15	-1	80	-14	-3
O=C(CCC(=O)NNC(=O)Cc1ccccc1)NCc1ccccc1	32	-2	0.7	100	-4	4	101	-9	4
COC1OC(CO)C(O)C(O)C1O (stereo unspecified)	36	-4	0.5	90	-12	-6	109	4	-4
Cc1ccc(-n2[nH]c(C)c(CCC#N)c2=O)cc1	-8	-1	1.2	109	0	25	113	2	-3
CC(=O)Nc1cc2cc(NS(=O)(=O)c3ccc(C)cc3)ccc2oc1=O	-16	4	1.0	99	-15	x	102	3	-1
COc1ccc(Nc2nc(-c3c[nH]c4ccccc34)cs2)cc1	-16	-2	-0.1	110	-1	24	101	2	7
O=C(Nc1ccc(Cl)cc1)Nc1ccc(S(=O)(=O)Nc2ncccn2)cc1	-13	-2	1.2	103	-11	9	103	4	-11
Cc1cc(OCc2ccccc2)ccc1/C(O)=C1/C(=O)C(=O)N(Cc2cccnc2)C1c1ccncc1 (stereo unspecified)	37	0	-0.9	95	-3	6	97	-3	-49
OCc1ccccc1OCCCOc1cccc2cccnc12	45	2	0.4	104	-4	-3	102	3	-29
CCNC(=O)/C(C#N)=C/c1c(N2CCN(c3ccc(OC)cc3)CC2)nc2c(C)cccn2c1=O	52	1	-1.7	99	-14	17	102	2	-36
COc1ccc(N2C(=O)CC(NCc3cccs3)C2=O)cc1 (stereo unspecified)	1	-12	0.9	100	-12	-31	102	2	4
O=C(O)c1cccc(C(=O)O)c1Br	-13	-4	0.0	152*	-5	9	109	11	0
CCN(CC)CC(=O)Nc1sc(C)cc1C(=O)c1ccc(C)cc1	8	2	-0.9	107	-41	-1	105	9	-9
(further entries)
SMILES	PHOSPHO1 inh	PfM18AAP inh	OXTR agonist	MEKK2 WT-MEK5	GPR7 antagonist	NALP1 yeast inh	MEKK3 PB1 HTS	MEKK2 mut-MEK5	DNA FID counter
O=C(OCc1ccc(Cl)cc1)c1cccnc1Cl	32	-3	-1.3	80	-5	17	89	-11	-4
CCCCc1cc(=O)oc2cc(C)cc(OC(C)C(=O)NCc3cccnc3)c12 (stereo unspecified)	42	10	11	101	-4	15	101	3	-51
COc1cccc(C(=O)Nc2nnc(-c3cccs3)o2)c1	11	4	0.7	113	-10	28	108	13	-9
CC(CCc1ccco1)NC(=O)CCc1nnc2ccc(NCc3ccc(Cl)cc3)nn12 (stereo unspecified)	13	-15	0.2	101	-5	14	100	0	-50
CN(C)c1ccnc2sc(C(=O)c3ccc(Br)cc3)c(N)c12	42	-7	0.4	85	-2	-1	91	-10	2
COc1ccccc1/C=C/C(=O)Nc1cccnc1Cl	24	5	-1.0	96	20	19	102	-9	-14
COc1ccc(CCNC(=O)CCCOc2cccc(C)c2C)cc1OC	15	9	0.2	97	7	x	96	-1	-42
COc1ccccc1-n1cnnc1SCC(=O)NCC1CCCO1 (stereo unspecified)	-10	-6	-0.3	99	-8	-1	101	6	-2
Cn1c(CCN2CCCCC2)nc2cc(NS(=O)(=O)c3ccc(F)cc3)ccc21	3	3	0.0	108	1	9	101	4	7
O=C1c2cccc3cccc(c23)C(=O)N1OS(=O)(=O)c1ccc(Cl)cc1	-9	3	0.1	103	-11	18	116	-1	0
CC(=O)NNC(=O)c1csc(Cc2c(Cl)sc3ccc(Cl)cc23)n1	48	-4	2.0	79	0	x	79	-8	-27
O=C1C=C(N2CCOCC2)CO1	x	x	0.9	103	x	x	100	3	x
O=C(C1CCCCN1S(=O)(=O)c1ccccc1[N+](=O)[O-])N1CCCCC1 (stereo unspecified)	48	-6	0.9	90	-6	-5	74*[inhibitor]	-2	-7
CCOc1ccc(C2C3=C(CCCC3=O)OC(N)=C2[N+](=O)[O-])cc1 (stereo unspecified)	7	8	1.1	95	-17	-13	100	1	-2
CC(=O)c1ccc(NC(=S)Nc2cccc(Cl)c2C)cc1	8	-2	1.1	93	-6	12	86	-7	-1
COc1cc(CN2CCCC(C(=O)N3CCc4ccccc4C3)C2)cc(OC)c1OC (stereo unspecified)	-13	6	0.7	113	3	24	104	4	9
CC(=O)OC12CC3CC(C1)C(=NO)C(C3)C2	6	-1	0.9	97	-9	x	93	-4	0

Reformatted: entries from further up.
SMILES,PHOSPHO1 inh,PfM18AAP inh,OXTR agonist,MEKK2 WT-MEK5,GPR7 antagonist,NALP1 yeast inh,MEKK3 PB1 HTS,MEKK2 mut-MEK5,DNA FID counter
CC(=O)c1ccc(NC(=S)Nc2cccc(Cl)c2C)cc1,8,-2,1.1,93,-6,12,86,-7,-1
CC(=O)OC12CC3CC(C1)C(=NO)C(C3)C2,6,-1,0.9,97,-9,x,93,-4,0
O=C(C1CCCCN1S(=O)(=O)c1ccccc1[N+](=O)[O-])N1CCCCC1 (stereo unspecified),48,-6,0.9,90,-6,-5,74*[inhibitor],-2,-7
COc1cc(CN2CCCC(C(=O)N3CCc4ccccc4C3)C2)cc(OC)c1OC (stereo unspecified),-13,6,0.7,113,3,24,104,4,9

High-throughput results: PubChem BioAssay, several laboratories
